D3 antag – qHTS of D3 Dopamine Receptor Antagonist: qHTS. max response, negative = inhibition, %. D3R cells, DiscoveRx beta-arrestin luminescence, antagonist mode; stronger effect = lower value. D(3) dopamine receptor (Homo sapiens), P35462. actives 2.5% (n = 360,000); in the data active means max response below about -50%; inconclusive means no clear call, values can overlap the other calls; further: on the % scale 0 is the no-effect control and ±100 the full control effect; mostly tested at two doses, the higher about 12 µM
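Cells expressing the human receptor were seeded at 1500 cells/well, incubated overnight at 37 degrees C in 5% CO2, then exposed to library compounds with dopamine controls for 90 minutes at 37 degrees C before luminescent detection.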
Abeta yeast res – qHTS for compounds that reverse cellular toxicity of Amyloid beta (A-beta) peptide in yeast: Primary Screen; yeast expressing A-beta42, growth rescue, OD600, 48 h; response scale: 0% DMSO, 100% iron-clioquinol control; Potency, µM (series often up to 46.1 µM), without a hit: at the top dose growth rescue, actives largely listed as activators; AID 1347071, 2019; actives 0.063% (n = 410,000); further: potency means the concentration at half of the fitted maximal effect; nearly all actives have a fitted effect of over 55% in size
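Yeast growth medium received pinned compounds, then yeast cells expressing toxic A-beta were added; plates incubated at 30 C for 48 hr. Growth read as absorbance at 600 nm, normalized to DMSO and equimolar FeCl3 plus clioquinol controls.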
GLP1R ag – qHTS of GLP-1 Receptor Agonists; Glucagon-like peptide 1 receptor (Homo sapiens), P43220; HEK293 GLP-1R CRE-luciferase, luminescence, 4-6 h; cells express a hypersensitive GLP-1R form; Potency, µM (highest dose often 45.6 µM), for the others: at the highest dose activation, usual class: activators; actives 0.007% (n = 380,000); further: potency means the concentration at half of the fitted maximal effect; % of control where 0% means no effect
Target sequence (P43220 whole entry, looked up): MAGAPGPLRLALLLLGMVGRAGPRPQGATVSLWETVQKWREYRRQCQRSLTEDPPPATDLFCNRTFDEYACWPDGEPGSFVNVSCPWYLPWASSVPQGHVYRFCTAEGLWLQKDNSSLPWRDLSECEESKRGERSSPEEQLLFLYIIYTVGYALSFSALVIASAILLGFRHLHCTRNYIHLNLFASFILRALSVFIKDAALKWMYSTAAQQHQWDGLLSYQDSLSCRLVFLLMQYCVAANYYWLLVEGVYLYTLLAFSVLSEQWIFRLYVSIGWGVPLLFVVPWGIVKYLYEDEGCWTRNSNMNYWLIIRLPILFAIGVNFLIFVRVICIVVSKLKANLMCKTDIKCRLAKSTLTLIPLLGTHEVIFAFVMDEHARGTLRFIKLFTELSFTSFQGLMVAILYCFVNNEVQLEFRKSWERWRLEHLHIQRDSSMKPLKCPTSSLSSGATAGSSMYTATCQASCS
PTHR1 agonist – qHTS for PTHR1 Agonists: Primary Screen; Parathyroid hormone/parathyroid hormone-related peptide receptor (Homo sapiens), Q03431; HEK293 GP2 PTHR1 cells, GloSensor cAMP luminescence, 1 h; actives 0.075% (n = 410,000); Potency, µM (series often up to 115 µM), inactives show top-dose activation, hits mostly activators; further: potency means the concentration at half of the fitted maximal effect; nearly all actives have a fitted effect of over 55% in size; some results filed as inactive show a strong effect at the top dose; inactives centre near -15; many of its hits are not listed in these tables
Target sequence (Q03431 whole entry, looked up): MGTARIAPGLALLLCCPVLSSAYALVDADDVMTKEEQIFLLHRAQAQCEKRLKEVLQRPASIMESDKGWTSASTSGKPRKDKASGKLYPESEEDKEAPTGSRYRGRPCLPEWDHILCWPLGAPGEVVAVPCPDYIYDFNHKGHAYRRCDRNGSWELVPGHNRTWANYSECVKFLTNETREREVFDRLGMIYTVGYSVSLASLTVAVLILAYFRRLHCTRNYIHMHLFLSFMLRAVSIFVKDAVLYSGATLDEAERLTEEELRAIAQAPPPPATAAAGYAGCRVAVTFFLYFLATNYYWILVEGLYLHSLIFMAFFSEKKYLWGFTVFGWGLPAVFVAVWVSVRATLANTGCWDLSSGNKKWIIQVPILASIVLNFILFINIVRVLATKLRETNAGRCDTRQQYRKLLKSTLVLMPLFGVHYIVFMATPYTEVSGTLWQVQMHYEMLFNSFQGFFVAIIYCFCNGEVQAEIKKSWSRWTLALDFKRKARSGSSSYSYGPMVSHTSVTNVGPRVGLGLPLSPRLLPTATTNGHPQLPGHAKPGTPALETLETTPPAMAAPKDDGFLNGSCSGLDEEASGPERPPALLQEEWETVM
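HEK-293-derived GP2 cells expressing PTHR1 and a GloSensor cAMP reporter, 3,000/well, plated overnight, given luciferin plus IBMX (each 0.5 mM as added) for 1 h at 37 °C, then compound for 1 h at 37 °C. Luminescence was read after 15 min at room temperature.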
aSyn yeast inh – qHTS of alpha-syn Inhibitors. AID 652106, 2013. Yeast expressing alpha-synuclein, growth rescue, BacTiter-Glo, 24 h. Potency, µM (top dose mostly 46.1 µM), for inactives: at the highest dose growth rescue (activation), usual class: activators. actives 0.14% (n = 370,000); further: potency means the concentration at half of the fitted maximal effect; % of control where 0% means no effect; nearly all actives have a fitted effect of over 65% in size
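Rescue of yeast growth: cells expressing toxic alpha-synuclein, induced in galactose at OD600 0.02, incubated with compound 24 h at 30 C. ATP luminescence quantified growth; inhibitors of toxicity appear as activators.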
FUS suppressor – qHTS for Suppressors of FUS Proteinopathy: Primary screen using FUS-linked yeast assay; Potency, µM (top dose mostly 76.6 µM), for the others: at the top dose growth rescue (activation), most hits filed as activators; actives 0.24% (n = 390,000); S. cerevisiae FUS-expressing, growth rescue, OD600, 24 h;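 further: potency means the concentration at half of the fitted maximal effect; plate controls were DMSO vehicle for no effect and reference control for full effect; nearly all actives have a fitted effect of over 55% in size; some results filed as inactive show a strong effect at the top dose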
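Steps: raffinose overnight preculture; dilution to OD 0.005 in 2% galactose minimal medium; compound addition (concentration series); 24hr at 30C, 99% humidity; absorbance read at 600 nm.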
TDP43 rescue – qHTS of TDP-43 Inhibitors | Potency, µM (top dose mostly 46.1 µM), for inactives: top-dose growth rescue (activation), usual class: activators | actives 1.8% (n = 410,000) | TDP-43 expressing yeast growth rescue, BacTiter-Glo, 24 h; further: potency means the concentration at half of the fitted maximal effect; % of control where 0% means no effect; nearly all actives have a fitted effect of over 50% in size
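Growth rescue of TDP-43-toxic yeast measured as ATP luminescence (BacTiter-Glo). Cells grown to mid-log in raffinose, induced in galactose at OD600=0.02, exposed to compound 24 hr at 30 deg C.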
GLP1R inv ag – qHTS of GLP-1 Receptor Inverse Agonists (Inhibition Mode) | Glucagon-like peptide 1 receptor (Homo sapiens), P43220 | HEK293 GLP-1R CRE-luciferase, luminescence, 24 h; GLP-1R form is constitutively active | actives 1.6% (n = 410,000) | AID 624417, 2012 | Potency, µM (top dose mostly 38.3 µM), inactives show at the highest dose activity change, negative = inhibition, actives largely listed as inhibitors; further: potency means the concentration at half of the fitted maximal effect; on the % scale 0 is the no-effect control and ±100 the full control effect; nearly all actives have a fitted effect of over 55% in size
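Seeding at 200 cells/uL, 12 h culture, 24 hr compound treatment, then luciferase reagent and a luminescence read; cells are HEK293 stably expressing a constitutively active GLP-1R plus cAMP-responsive luciferase.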
Akt phos inh – HTS Assay for Inhibitors of Akt Phophorylation: Primary Screen; Neuro2A IGF-stimulated pAkt S473 HTRF, 20 min; stronger effect = lower value; actives 0.32% (n = 360,000); activity change, % for hits at 50 µM; in the data active means activity change below about -80%; inconclusive means mostly about -51% to -80%; further: on the % scale 0 is the no-effect control and ±100 the full control effect
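Single-point screen (50 µM final compound) in Neuro2A cells stimulated 20 min with 6 nM IGF at 37 deg C. After lysis, Ser473-phosphorylated Akt read by HTRF (ex 330 nm, em 615/665 nm) as the 665/615 ratio.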
Starred values were filed as active, the others as inactive; i = inactive; ? = inconclusive; / = not tested or not shown; [ ] = another dose, or the depositor's remark. Unless noted, the call rests on the fitted dose curve; in most records, active means well fitted curve in the direction sought with a large enough effect; inconclusive means small, poorly fitted or top-dose-only effect, or another doubt; inactive means no such curve, though single readings can be large; an effect the other way counts as inactive or inconclusive. This is a subset. The share of hits here may be higher or lower than overall.

Results follow in this order: PTHR1 agonist, GLP1R ag, Akt phos inh, FUS suppressor, TDP43 rescue, GLP1R inv ag, Abeta yeast res, D3 antag, aSyn yeast inh
- Cc1ccc(Nc2nc(CSc3nnc(-c4ccc(F)cc4)n3C)cs2)cc1
    -47.2%[inhibitor], -2.2%, i, /, 17.8µM*, ?, -12.5%, 1.8, -17.7%
- O=C(c1ccco1)N(Cc1cccc(F)c1)C1CCS(=O)(=O)C1 (stereo unspecified)
    i, 4.3%, i, 0.4%, -10.4%, 6.5%, -3.2%, 3.3, -2.7%
- COc1ccc(N(CC(=O)O)S(=O)(=O)c2c(C)n[nH]c2C)cc1
    -15.1%[57.5 µM], 1.0%, /, 13.1%, -18.7%, 0.5%, 4.3%, -8.1, 0.4%
- COc1ccc(OC)c(NC(=O)c2ccc(-c3nc(CSc4ccccc4)c(C)o3)cc2)c1
    i, /, /, 12.7%, 3.7%, -13.3%, -3.5%, /, /
- COc1ccc2c(c1OC)C(=O)N1C2SC(C)(C)[C@H]1C(=O)NC1CCCC1 (stereo partly specified)
    -21.9%, 20.6%, i, 5.3%, 1.0%, ?, -19.2%, 1.1, 5.1%
- O=[N+]([O-])c1cc(S(=O)(=O)Oc2ccccc2)ccc1Cl
    -45.6%[inhibitor], -23.6%, i, /, 11.2µM*, ?, -56.6%[inhibitor], 8.2, -5.7%
- Cc1ccc(Cl)cc1OCC(=O)NCCOC(=O)Nc1sc(=S)n(C)c1C
    -27.9%, -1.6%, i, /, 24.7%, -9.5%, 4.4%, 15.1, -0.7%
- CCCc1c(-c2cccc(F)c2)ncn1CCc1ccccc1OC
    -34.2%[inhibitor], -0.6%, i, 5.0%, ?, ?, 19.7%, 34.5, 1.4%
- C=CCN(C(=O)c1csnn1)C(C(=O)NC1CCCC1)c1ccc(OC)cc1 (stereo unspecified)
    i, 6.3%, i, 21.4%, 2.4%, -5.9%, -0.3%, -1.9, -1.4%
- CCOc1ccc(NS(=O)(=O)c2ccc(-c3coc(C)n3)cc2)cc1
    -0.9%, 9.5%, i, -12.9%, 0.2%, 12.1%, -5.6%, -17.8, 0.0%
- CC1CCN(c2ccc([N+](=O)[O-])cn2)CC1
    i, -0.3%, i, 5.3%, 18.1%, 1.0%, -8.7%, 0.0, 15.6%
- CCCCN(CC)Cc1c(C)[nH]c2ccccc2c1=O
    i, -0.9%, i, -0.2%, 4.9%, 2.9%, 20.1%, -11.9, -4.9%
- CCC(C)[C@H](NC(=O)NCCC1=CCCCC1)C(=O)OC (stereo partly specified)
    i, 12.8%, i, 9.6%, 2.3%, ?, 13.4%, -3.6, 1.2%
- CCOC(=O)c1c(NC(=O)CSc2nnc(C)s2)sc2c1CCN(C)C2
    i, 2.8%, i, 25.1µM*, -2.2%, 38.2%[activator], 0.0%, -1.9, -5.3%
- COc1ccc(-c2c(C)nn3c(C(F)(F)F)cc(-c4ccc(Br)cc4)nc23)cc1
    -19.9%, /, /, -20.8%, 0.0%, -6.1%, 1.4%, /, /
- CCOC(=O)CNC(=O)CN1C(=O)CC(c2ccccc2)S(=O)(=O)c2ccccc21 (stereo unspecified)
    -32.4%[inhibitor], 0.4%, i, 13.1%, -9.9%, 0.4%, -4.4%, 5.1, 0.3%
- COc1cc(C(=O)NCc2nnc(SCC(=O)Nc3nc4ccc(C)cc4s3)o2)cc(OC)c1OC
    i, 13.3%, i, 9.7%, -11.6%, 9.6%, 11.7%, -8.4, -0.1%
- O=C(c1ccoc1)N1CCCC(N2CCN(c3cccc(Cl)c3)CC2)C1 (stereo unspecified)
    -8.9%, 1.0%, i, 10.1%, -9.2%, -37.2%, 14.4%, -3.2, 5.4%
- C=CCSc1ncc(C#N)c(N)n1
    -1.5%[57.5 µM], -3.3%, i, -9.0%, -10.9%, 2.1%, 7.9%, 26.2, 11.7%
- Cc1nn(-c2ccccc2)c(N2CCCC2)c1/C=N/NC(=S)Nc1cc(C(F)(F)F)ccc1Cl
    i, -4.0%, i, 11.6%, 18.7%, ?, 18.8%, -0.2, -1.7%
- CC(C)(C)OC(=O)N1CCC(NC(=O)c2[nH]cnc2C(=O)Nc2cccc(Cl)c2)CC1
    -72.3%[inhibitor], -4.9%, i, -33.0%, 16.9%, 10.4%, -1.3%, 0.0, -5.5%
- O=C(C1CCN(C2CC(=O)N(c3ccc(F)cc3)C2=O)CC1)N1CCOCC1 (stereo unspecified)
    -7.9%, 11.9%, i, -17.5%, 0.0%, 5.4%, -52.9%[inhibitor], 0.9, 18.0%
- O=C(COc1coc(CN2CCc3ccccc32)cc1=O)Nc1cccc(F)c1
    i, 4.7%, i, 16.2%, 4.6%, -8.9%, 8.1%, 4.8, -0.5%
- NC(=O)/C(=C\c1ccco1)NC(=O)c1ccc(Br)o1
    i, 11.9%, i, 17.7%, -4.8%, 6.1%, 6.5%, -1.1, -3.8%
- Cc1snc(SCc2c(F)cccc2Cl)c1C#N
    -58.5%[inhibitor], 8.1%, i, -7.7%, ?, ?, 18.3%, -6.6, 7.1%
- C[C@H](NC(=O)[C@@H]1CSC2c3ccccc3C(=O)N21)C(=O)NCCc1ccccc1 (stereo partly specified)
    i, 5.7%, i, 9.6%, -3.3%, 0.8%, 1.0%, -2.1, 0.7%
- CC(=O)c1c(O)cc(=O)n(-c2ccccc2)c1-c1ccc(Cl)cc1
    i, 1.7%, i, 16.4%, 4.6%, 11.4%, -13.4%, 9.0, -8.2%
- COc1ccc(CCNC(=O)CCCn2c(=O)c3cccn3c3cccnc32)c(OC)c1OC
    i, 4.5%, i, 10.7%, -13.0%, 91.9%[activator], -6.3%, -14.7, -0.1%
- CCc1ccc(NC(=O)COc2coc(CN3CCN(c4ccccc4)CC3)cc2=O)cc1
    i, -6.4%, i, -1.7%, 22.8%, 2.6%, 11.9%, 9.8, -5.6%
- O=C(COC(=O)c1cc(Br)ccc1O)NNC(=O)c1ccc([N+](=O)[O-])cc1
    i, 1.1%, i, 17.3%, -7.2%, 7.2%, -0.5%, -10.2, -7.3%

Continuation.
Results follow in this order: PTHR1 agonist, GLP1R ag, Akt phos inh, FUS suppressor, TDP43 rescue, GLP1R inv ag, Abeta yeast res, D3 antag, aSyn yeast inh
- CN(C)C(=O)Cn1c(SCC(=O)N2CCCc3ccccc32)nc2ccccc21
    21.0%[57.5 µM], -0.7%, i, 2.1%, -19.8%, -0.2%, -11.4%, -4.7, 2.7%
- COc1ccccc1-c1nc(-c2ccc(C(=O)O)cc2)no1
    i, 0.2%, /, -23.4%, /, /, -2.3%, /, /
- CCOC(=O)C1CCN(c2cc3c(cc2NC(=O)c2ccccc2)n(C)c(=O)n3C)CC1
    i, -5.6%, i, -0.2%, -0.1%, 28.1%, -8.9%, 41.4, 11.3%
- COc1cccc(NC(=O)Cc2c(C(=O)O)[nH]c3ccccc23)c1
    -10.4%, 0.8%, i, 1.6%, -9.0%, 24.2%, 0.2%, -4.5, -7.4%
- COc1ccc(S(=O)(=O)N2CCN(C3CCCC(C)C3)CC2)cc1 (stereo unspecified)
    -2.5%, 8.9%, i, -16.0%, -9.3%, ?, -11.1%, -20.2, -7.3%
- CC(Sc1nnc(-c2cccnc2)n1N)C(=O)N1CCOCC1 (stereo unspecified)
    -7.4%, -7.5%, i, 6.9%, 12.4%, 8.2%, -5.6%, -17.8, -2.4%
- Cc1ccc(-n2nnnc2SCC(=O)Nc2ccc3c(c2)COC3=O)cc1C
    i, -10.1%, i, 41.9%, -11.0%, -0.3%, -0.3%, -9.7, -2.4%
- COc1cccc(CNc2ccccc2O)c1OCc1ccccc1F
    -81.7%[inhibitor], 5.4%, i, 20µM*, -7.8%, ?, -84.7%[inhibitor], -20.2, -0.4%
- O=C(NCCCN1CCOCC1)C(=O)NCCc1ccccc1
    -13.4%, 0.8%, i, 9.3%, 17.7%, 2.8%, -9.6%, 0.6, -0.1%
- NS(=O)(=O)c1ccc(NCc2c(F)cccc2Cl)cc1
    -85.1%[inhibitor], 2.2%, i, 14.3%, -10.9%, -19.8%, 21.9%, -12.6, -1.4%
- Cc1ccc2nc(-c3ccccc3O)c(Nc3ccccc3C)n2c1
    -23.4%, /, /, -16.9%, 4.8%, -2.7%, -20.8%, /, /
- O=C1c2ccccc2C(=O)N1CC#CCN1CCN(C2CCCCC2)CC1
    i, 5.1%, i, -7.1%, 5.8%, -8.8%, -0.4%[9.22 µM], -4.4, 7.8%
- O=C(CC(c1ccccc1)c1ccccc1)NCCOCc1ccccc1
    -24.3%, 17.8%, i, 12.0%, 26.1%, ?, 16.5%, 2.5, 7.4%

Whole records as entered above.
Listed for Cc1ccc(-n2nnnc2SCC(=O)Nc2ccc3c(c2)COC3=O)cc1C : PTHR1 agonist: i; GLP1R ag: -10.1%; Akt phos inh: i; FUS suppressor: 41.9%; TDP43 rescue: -11.0%; GLP1R inv ag: -0.3%; Abeta yeast res: -0.3%; D3 antag: -9.7; aSyn yeast inh: -2.4%
Listed for Cc1ccc2nc(-c3ccccc3O)c(Nc3ccccc3C)n2c1 : PTHR1 agonist: -23.4%; GLP1R ag: /; Akt phos inh: /; FUS suppressor: -16.9%; TDP43 rescue: 4.8%; GLP1R inv ag: -2.7%; Abeta yeast res: -20.8%; D3 antag: /; aSyn yeast inh: /
